ELG1 genotoxic – qHTS screen for small molecules that induce genotoxicity in human embryonic kidney (HEK293T) cells expressing luciferase-tagged ELG1; HEK293T ELG1-luciferase reporter, luminescence, 16 h; Potency, µM (top dose mostly 46 µM), for the others: at the highest dose activity change, positive = activation, actives largely listed as activators; 1.3% of 330,000 active; AID 504466, 2011; further: potency means the concentration at half of the fitted maximal effect; % of control where 0% means no effect; nearly all actives have a fitted effect of over 60% in size
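Step 1: seed 2,000 HEK293T ELG1-luciferase cells per well. Step 2: add compound or DMSO, incubate 16 hr at 37 °C. Step 3: ONE-Glo, 30 min at room temperature, read luminescence.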
KCNH2 3.1 block – qHTS for Inhibitors of KCHN2 3.1: Mutant qHTS; Potassium voltage-gated channel subfamily H member 2, brain isoform KCNH2 3.1 (human); U2OS KCNH2 3.1, thallium flux FluxOr; active compounds read low; activity change, % (tested at about 1.8 µM); 0.95% of 340,000 active; AID 720553, 2013;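 active means maximum activity change below -70%; inconclusive means maximum activity change from -70% to -50%; inactive means maximum activity change above -50%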;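 further: thallium influx rate constant from kinetic fluorescence after stimulation buffer; on the % scale 0 is the no-effect control and ±100 the full control effect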
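We transduce U2OS cells with the mutant 3.1 virus, culture them overnight, load FluxOr with Red40 quencher for 45 min, then add stimulation buffer and read kinetically for 2 min to derive a normalized rate constant.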
Tb PFK block – qHTS Assay to Find Inhibitors of T. brucei phosphofructokinase; ATP-dependent 6-phosphofructokinase (Trypanosoma brucei brucei), O15648; T. brucei PFK, ADP-Glo luminescence; Potency, µM (titrated, usually from 57.5 µM), for the others: top-dose activity, negative = inhibition, hits mostly inhibitors; 0.17% of 330,000 active;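 further: potency means the concentration at half of the fitted maximal effect; 0% = uninhibited 1x PFK enzyme wells and -100% = no-enzyme wells; nearly all actives have a fitted effect of over 60% in size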
Target sequence (O15648 whole entry, looked up): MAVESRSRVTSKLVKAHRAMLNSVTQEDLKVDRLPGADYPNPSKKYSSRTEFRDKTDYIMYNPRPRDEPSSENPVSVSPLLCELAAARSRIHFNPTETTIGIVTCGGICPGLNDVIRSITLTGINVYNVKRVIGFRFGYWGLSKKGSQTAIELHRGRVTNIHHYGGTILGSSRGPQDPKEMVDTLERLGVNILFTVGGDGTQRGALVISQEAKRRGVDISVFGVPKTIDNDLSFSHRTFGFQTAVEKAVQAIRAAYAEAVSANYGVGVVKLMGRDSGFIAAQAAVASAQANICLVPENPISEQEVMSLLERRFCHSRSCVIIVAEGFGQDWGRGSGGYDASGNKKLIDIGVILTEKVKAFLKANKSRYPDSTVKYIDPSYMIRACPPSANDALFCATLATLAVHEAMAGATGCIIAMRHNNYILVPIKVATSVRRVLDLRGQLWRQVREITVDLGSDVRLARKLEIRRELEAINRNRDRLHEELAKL
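1.25 nM PFK with 0.5 mM F6P and 0.1 mM ATP in 0.1 M TEA pH 8.0, 5 mM MgCl2, incubated 45 min at room temperature; ADP measured by ADP-Glo luminescence; compounds titrated up to 57 uM.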
RORgamma inh – qHTS for inhibitors of ROR gamma transcriptional activity. Nuclear receptor ROR-gamma (Mus musculus), P51450. Drosophila S2 Gal4-RORgamma UAS-luciferase reporter, 20 h. Potency, µM (series often up to 53.6 µM), for inactives: top-dose activity change, negative = inhibition, most hits filed as inhibitors. 5.4% of 310,000 active. AID 2551, 2010; further: potency means the concentration at half of the fitted maximal effect; on the % scale 0 is the no-effect control and ±100 the full control effect; nearly all actives have a fitted effect of over 60% in size
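Drosophila Schneider cells stably carrying a metallothionein-driven Gal4 DBD–ROR gamma fusion and a UAS-Photinus luciferase reporter were exposed to compound for 1 hr, then induced with copper sulfate (700 uM final) for 20 hr at ambient temperature before luminescence reading.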
FLuc modulator – qHTS profiling assay for firefly luciferase inhibitor/activator using purifed enzyme and Km concentrations of substrates (counterscreen for miR-21 project); Luciferin 4-monooxygenase (Photinus pyralis), P08659; purified FLuc, Km substrates, luminescence inhibition; Potency, µM (series often up to 57.5 µM), for the others: top-dose activity change, negative = inhibition, most hits filed as inhibitors; 6.9% of 360,000 active; AID 588342, 2011;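 further: potency means the concentration at half of the fitted maximal effect; plate controls were vehicle for no effect and reference inhibitor for full effect; nearly all actives have a fitted effect of over 55% in size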
Target sequence (P08659 whole entry, looked up): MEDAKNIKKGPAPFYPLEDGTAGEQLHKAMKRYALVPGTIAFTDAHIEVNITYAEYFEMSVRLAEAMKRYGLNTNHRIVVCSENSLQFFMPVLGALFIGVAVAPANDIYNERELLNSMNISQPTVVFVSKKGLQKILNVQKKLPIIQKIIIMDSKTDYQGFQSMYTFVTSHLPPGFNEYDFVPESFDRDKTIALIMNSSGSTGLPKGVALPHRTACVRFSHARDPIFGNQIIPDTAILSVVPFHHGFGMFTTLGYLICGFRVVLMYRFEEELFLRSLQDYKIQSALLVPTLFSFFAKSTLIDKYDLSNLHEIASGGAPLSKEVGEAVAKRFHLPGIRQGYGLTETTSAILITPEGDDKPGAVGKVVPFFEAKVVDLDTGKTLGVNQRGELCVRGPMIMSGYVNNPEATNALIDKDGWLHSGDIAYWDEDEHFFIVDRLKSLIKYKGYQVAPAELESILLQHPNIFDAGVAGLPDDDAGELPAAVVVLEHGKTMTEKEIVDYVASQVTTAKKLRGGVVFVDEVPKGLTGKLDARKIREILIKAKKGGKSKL
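Purified P. pyralis luciferase, 10 nM final, with Km-level 10 uM D-luciferin and 10 uM ATP in 50 mM Tris acetate pH 7.5, 10 mM Mg acetate, 0.01% Tween-20, 0.05% BSA; 6-point qHTS titration about 60 µM downward; luminescence read.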
Giardia kill – Small Molecules that selectively kill Giardia lamblia: qHTS. Giardia lamblia trophozoite viability. activity change, % at 7.66 µM, hits read low. 0.15% of 340,000 active. AID 540267, 2011; in the data active means activity change below about -80%; inconclusive means between about -30% and that limit;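 further: parasites exposed to compound for two days anaerobically before the ATP read; on the % scale 0 is the no-effect control and ±100 the full control effect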
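Luminescence from cellular ATP indicates surviving trophozoites (100 cells/well) following 48 hrs anaerobic compound treatment at 37 deg C; signal develops 15-30 min at room temperature.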
Rab9 promoter act – qHTS Assay for Rab9 Promoter Activators. Huh7 Rab9 promoter-luciferase reporter, luminescence, 24 h. Potency, µM (titrated, usually from 9.22 µM), for inactives: at the highest dose activation, negative = inhibition, usual class: activators. 2.8% of 320,000 active; further: potency means the concentration at half of the fitted maximal effect; % of control where 0% means no effect; nearly all actives have a fitted effect of over 60% in size
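Huh7 reporter line, Rab9 promoter upstream of luciferase. Compound exposure 24 h at 37 °C in reduced-serum medium with 10% FBS. Read-out: luminescence.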
NPC1 prom act – qHTS Assay for NPC1 Promoter Activators; Huh7 NPC1 promoter luciferase reporter, 24 h; Potency, µM (doses to about 9.22 µM), for inactives: top-dose activation, usual class: activators; 2.4% of 320,000 active;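 further: potency means the concentration at half of the fitted maximal effect; % of control where 0% means no effect; nearly all actives have a fitted effect of over 60% in size; reporter is driven by a mutant NPC1 promoter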
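In 1536-well qHTS, Huh7 cells harboring an NPC1 promoter–luciferase construct received compound for 24 h; activation was quantified by luminescence following luciferase reagent addition.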
FBPA coupling cs – qHTS Assay for Inhibitors of Fructose-1,6-bisphosphate Aldolase from Giardia Lamblia: Coupling assay counterscreen. coupling enzyme system counterscreen, AmpLite Red fluorescence. activity change, negative = inhibition, % at 58.2 µM, hits read low. 0.67% of 290,000 active; in the data active means activity change below about -30%; further: on the % scale 0 is the no-effect control and ±100 the full control effect
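Final compound at 57.5 uM, incubated 10 min at RT with coupling enzyme reagent (glyceraldehyde-3-phosphate), then 20 min with substrate and AmpLite Red detection. Fluorescence read at 525/598 nm; tests interference with the coupling assay, not aldolase inhibition.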
Gal4-VP16 FLuc – VP16 counterscreen qHTS for inhibitors of ROR gamma transcriptional activity | AID 2546, 2010 | Drosophila S2 Gal4-VP16 UAS-luciferase, luminescence, 20 h | Potency, µM (titrated, usually from 53.6 µM), for the others: top-dose activity, negative = inhibition, actives largely listed as inhibitors | 3.5% of 310,000 active;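 further: Gal4-VP16 expression switched on by copper sulfate through the metallothionein promoter; potency means the concentration at half of the fitted maximal effect; on the % scale 0 is the no-effect control and ±100 the full control effect; nearly all actives have a fitted effect of over 50% in size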
uPA surface inh – qHTS for Inhibitors of Cell Surface uPA Generation. cell surface uPA generation assay, qHTS. Potency, µM (titrated, usually from 38.3 µM), for inactives: top-dose activity change, negative = inhibition, most hits filed as inhibitors. 0.31% of 330,000 active; active means well fitted inhibition curve with a large enough effect; inconclusive means small, poorly fitted or top-dose-only effect; inactive means no such curve, though single readings can be large or run the other way; tested in mouse RAW 264.7 cells; further: potency means the concentration at half of the fitted maximal effect; on the % scale 0 is the no-effect control and ±100 the full control effect; nearly all actives have a fitted effect of over 55% in size
* hit, by the source's call; ? = inconclusive; · = no result given; [ ] = another dose, or the depositor's remark. Unless noted, the call rests on the fitted dose curve; in most records, active means well fitted curve in the direction sought with a large enough effect; inconclusive means small, poorly fitted or top-dose-only effect, or another doubt; inactive means no such curve, though single readings can be large; an effect the other way counts as inactive or inconclusive.

SMILES	ELG1 genotoxic	KCNH2 3.1 block	Tb PFK block	RORgamma inh	FLuc modulator	Giardia kill	Rab9 promoter act	NPC1 prom act	FBPA coupling cs	Gal4-VP16 FLuc	uPA surface inh
CCCOc1ccc(N2C(=O)CC(NCc3cccnc3)C2=O)cc1 (centres undefined)	1%	16	-1%	10%	1%	24	-2%	-2%	3	-3%	-1%
COc1ccccc1N1CCN(CC(=O)N(CC(C)C)c2c(N)n(CC(C)C)c(=O)[nH]c2=O)CC1	0%	-1	-1%	-12%	-1%	0	4%	1%	2	-8%	1%
COc1ccc(OC[C@@H](O)CNC(=O)c2cccc3c2C(=O)c2ccc(-c4ccc(F)cc4OCc4ccccc4)cc2S3(=O)=O)cc1	1%	-34	-6%	·	·	32[activator]	·	·	·	·	7%
CC(C)N1CCc2c(sc(NC(=O)c3ccco3)c2C(N)=O)C1	-6%	2	-1%	-13%	?	-12	6%	3%	3	0%	6%
O=C(N/N=C/c1cc(Cl)ccc1O)C(=O)Nc1ccccc1OC(F)(F)C(F)F	14%	-36	-2%	0.89µM*	9%	-7	-13%	-9%	-3	2.5µM*	-11%
COc1ccc(-c2cc3ccccc3s2)cc1[C@H]1[C@H]2C=CC[C@@H](C)[C@@H]2C(=O)N1Cc1ccccc1	?	-2	4%	-14%	1.3µM*	?	2.8µM*	3.2µM*	-1	30%	9%
COc1ccccc1-c1cc(-c2ccccc2)nc(SC(C(N)=O)c2ccccc2)c1C#N (centres undefined)	3%	-33	0%	11µM*	1%	-12	4%	-1%	2	?	-1%
C=CCn1c(SCc2nc(N)nc(N3CCCCC3)n2)nnc1-c1ccco1	1%	-5	-1%	-6%	4%	16	-9%	-5%	2	-1%	4%
CCC(=O)N(C)CCc1cc2c(c(OC)c1/C=N/NC(=O)c1ccccc1O)OCO2	2%	-6	0%	?	-19%	3	-9%	-2%	-6	?	-7%
O=C1CC(N2CCC(C(=O)N3CCCCC3)CC2)C(=O)N1 (centres undefined)	6%	-4	-5%	?	4%	2	12%	8%	1	-21%	-1%
C[C@@H]1[C@H](O)C[C@@]23COC(=O)C2=CCCC3[C@@]1(C)CCC1COC(=O)C1 (some centres undefined)	?	-10	1%	·	-3%	21	3%	9%	·	·	6%
CCOc1ncccc1C(=O)OCC(=O)Nc1ncc(C(F)(F)F)cc1Cl	8%	8	2%	-20%[0.365 µM]	0%	2	-8%	-5%	-6	·	0%
COC(=O)c1ccccc1NC(=O)Nc1cccc(C)n1	1%	6	-1%	-1%	0%	-13	0%	-8%	0	-1%	0%
Cc1ccc(C)c(OCC(=O)O/N=C(\N)c2ccccn2)c1	?	25	-2%	15%	17µM*	21	?	3.2µM*	1	5%	-1%
Cc1ccc(NC(=O)COC(=O)Cc2cccs2)c(Br)c1	5%	-9	-5%	-5%	-27%	-16	8%	-2%	-1	4%	-4%
CCOc1ccccc1NC(=O)NCCC1=CCCCC1	-5%	·	-1%	4%	?	?	-2%	11%	-1	-15%	3%
Cc1c(C(=O)/C=C/N(C)C)nnn1-c1ccc(F)c(Cl)c1	?	-4	1%	21%	?	3	23%	27%	3	-7%	-7%
Cc1cc(-c2ccccc2)nc(N2CCC(C(=O)NC34CC5CC(CC(C5)C3)C4)CC2)n1	5%	-17	6%	2%	?	-16	20%	18%	4	2%	-4%
COC(=O)[C@@H](NC(=O)NCCC1=CCCCC1)C(C)C	3%	5	-4%	10%	4%	-9	-2%	-1%	1	-4%	-2%
COCCN1C=C(C(=O)OC)C(c2cc3c(cc2Br)OCO3)C(C(=O)OC)=C1	4%	0	-5%	12%	1%	0	3%	3%	-7	-1%	-6%
CC(CNC(=O)c1ccc(Br)o1)NC(=O)c1ccc(Br)o1 (centres undefined)	0%	17	0%	-15%	10%	-11	-3%	-2%	0	-4%	0%
COc1ccc(C2CC(C(C)(C)C)=NN2c2ccc(S(N)(=O)=O)cc2)cc1 (centres undefined)	1%	6	-3%	·	·	-16	·	·	·	·	14%
COC(=O)C1=C(C)N(Cc2ccco2)C(=O)/C1=C\c1ccc(N(C)C)cc1	-2%	-2	-1%	-12%	-16%	4	-2%	4%	2	-10%	0%
CCOC(=O)c1sc2nc(SCC(=O)NCc3ccco3)n(Cc3ccccc3)c(=O)c2c1C	?	-5	-1%	-16%	-3%	17	-3%	-2%	0	-19%	0%
CC(Oc1ccc(Cl)cc1Cl)C(=O)Nc1ccc(O)cc1 (centres undefined)	3%	-5	-4%	-16%	-14%	22	-2%	5%	1	-11%	-3%
Cc1ccc(NC(=O)c2c(C)nc(Nc3nc4ccccc4o3)nc2C)cc1	2%	4	-2%	?	1%	-5	-1%	-1%	1	11%	-6%
Cc1oc(-c2ccccc2)cc1C(=O)Nc1ccc(N(C)C)cc1	0%	-3	2%	38%	13µM*	7	0%	0%	-3	12%	2%
CCOC(=O)C1CCN(CCC(=O)Nc2cccc(Cl)c2)CC1	-3%	-7	1%	13%	0%	-5	-5%	11%	8	-1%	2%
CC(C(=O)Nc1ccc(C(=O)O)cc1)N1C(=O)c2ccccc2C1=O (centres undefined)	0%	-4	0%	-4%	0%	15	-2%	3%	-2	-12%	1%
Cc1cccc(NC(=O)CN2C(=O)NC(C)(c3ccc4c(c3)OCO4)C2=O)c1 (centres undefined)	-2%	4	-5%	?	1%	-12	0%	-1%	-1	4%	1%
O=C(Nc1ccccc1F)C(=Cc1sc(N2CCOCC2)nc1-c1ccccc1)C(=O)Nc1ccccc1F	0%	-77*	-2%	28%	-1%	-22	-2%	-13%	0	-24%	5%
CCCCOc1nc2ccccc2nc1C(C#N)C(=O)NC1CCCCC1 (centres undefined)	3%	8	3%	-6%	3%	-24	-1%	14%	1	-1%	6%
CC1OC(C)(C)OC1C1CNc2nc(NC(=O)C(C)(C)C)[nH]c(=O)c2N1C(=O)c1cccnc1 (centres undefined)	2%	3	3%	2%	1%	22	-4%	-7%	-2	-3%	2%
O=C(c1cccc(Cl)c1)C1CCCN(C(=O)c2ccoc2)C1 (centres undefined)	1%	11	0%	?	-1%	-9	1%	-2%	4	0%	3%
COc1ccc(CCNC(=O)CCS(=O)(=O)c2ccc3c(c2)NC(=O)CO3)cc1OC	1%	1	-8%	0%	1%	12	-2%	-1%	·	-6%	5%
COc1cc(/C=N/O)cc(Br)c1OCC(=O)NCc1ccccc1	-2%	17	5%	16%	-2%	1	1%	-2%	4	-18%	2%
CC1C(=NO)C(C)C(c2ccccc2)NC1c1ccccc1 (centres undefined)	6%	-3	-4%	-8%	0%	-8	11%	-1%	-3	-2%	·
O=C(COc1ncnc2cc([N+](=O)[O-])ccc12)NC(=O)NC1CCCCC1	-7%	-4	7%	0%	0%	1	-2%	-5%	-1	4%	-10%
CCN(CC(=O)Nc1ccc(Cl)c(S(=O)(=O)N(C)C)c1)CC(=O)NC(C)C	5%	3	4%	5%	-2%	-9	-5%	-8%	0	6%	-3%
FC(F)Oc1ccc(NC(=S)N2CCc3ccccc32)cc1	0%	-10	0%	8.9µM*	?	10	?	?	-6	-90%	2%
CC(=O)c1cccc(N=C2C(=O)Nc3ccccc32)c1	2%	10	2%	-12%	-15%	-1	9%	-4%	-9	14%	3%
COc1ccc(/C=C(\C)c2nc(C)c(-c3ccccc3)c(=O)[nH]2)cc1	1%	-21	0%	-21%	4%	1	-10%	-3%	3	-6%	-7%
CS(=O)(=O)N(CC(=O)N1CCC(C(N)=O)CC1)C1CCCCC1	1%	11	-1%	-8%	-1%	0	-2%	1%	4	-3%	0%
CCCCn1c(N)c(N(CCC(C)C)C(=O)C2CC(=O)N(c3ccc(OC)cc3OC)C2)c(=O)[nH]c1=O (centres undefined)	-2%	-4	-2%	·	5%	-7	0%	-3%	·	·	7%
O=C1c2ccccc2NC(c2ccc(Br)o2)N1O (centres undefined)	11%	·	7%	·	-30%	-4	17%	20%	·	·	?
COc1ccc(OC)c(CNC(=O)C2CCN(C(=O)N(C)C)CC2)c1	2%	3	-1%	0%	-2%	11	3%	0%	2	1%	11%
CN1CCN(NC(=O)Nc2cccc(Cl)c2Cl)CC1	-6%	2	0%	3%	-1%	27	-1%	1%	0	-1%	2%

High-throughput results as filed in PubChem BioAssay.
